Source: PubChem (several laboratories)
NPY-Y2 PAM-ag: human NPY-Y2 potentiation or agonism, primary screen; 0.45% of 220,000 active; activation, % at 3.6 µM; AID 1359; cells expressing NPY-Y2, potentiator/agonist read-out; in the data active = activation above about 27%;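 also: cells stimulated with NPY near EC25 plus isoproterenol at EC100; 0% = vehicle plus submaximal agonist and 100% = vehicle plus saturating agonist; some results beyond the cut were filed as inactive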
S1P4 antagonist: human S1P4 receptor antagonism; O95977; S1P4-expressing cells, antagonist mode, reporter read-out; inhibition, % at 4.98 µM; 0.26% of 220,000 active; in the data active = inhibition above about 29%;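 also: 0% = wells stimulated with agonist and 100% = vehicle wells without agonist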
EP2 modulator: modulators of human EP2 prostaglandin E2 receptor | 0.83% of 260,000 active | P43116 | EP2-expressing cells, cAMP HTRF FRET, PGE2 co-stimulation | induction, % at 25 µM;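 active = compounds whose cAMP rise, as percent of the full-agonist control response, exceeds 60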;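 also: rat C6 glioma line stably carrying human EP2 under a CMV promoter; the protocol text gives 20 µM as final concentration; 100% = response of wells given 1 µM PGE2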
Target sequence (P43116 whole entry, looked up): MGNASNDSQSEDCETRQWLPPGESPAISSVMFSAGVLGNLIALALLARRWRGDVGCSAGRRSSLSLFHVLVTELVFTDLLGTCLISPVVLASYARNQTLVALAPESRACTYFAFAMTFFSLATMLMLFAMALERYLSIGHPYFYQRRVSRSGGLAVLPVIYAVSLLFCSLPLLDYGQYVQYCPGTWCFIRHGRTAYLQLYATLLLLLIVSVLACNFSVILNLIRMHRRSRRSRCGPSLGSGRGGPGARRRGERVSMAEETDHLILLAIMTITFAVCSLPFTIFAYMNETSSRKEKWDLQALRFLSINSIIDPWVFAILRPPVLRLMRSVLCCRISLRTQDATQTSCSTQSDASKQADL
zfTRPN1 agonist: agonists of zebrafish TRPN1 channel; HEK293 zebrafish TRPN1-YFP, Fluo-8 calcium fluorescence; 100% = response to 87 µM carbachol; activation, % at 3 µM; 0.18% of 220,000 active; AID 1424;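 active = activation above its plate's cutoff, the mean activation of test wells on that plate plus 3 SD, cut at about 19% in these data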;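 also: 0% = DMSO alone and 100% = 87 µM carbachol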
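Control set: carbachol 87 µM as high control, DMSO as low control; system: HEK293 stable line with zebrafish TRPN1-YFP; read-out: % activation versus carbachol response; detection: intracellular calcium fluorescence with Fluo-8; doses: single test compound dose, 3 µM nominal, 0.3% DMSO; schedule: dye 1 h 37 °C plus 30 min RT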
NPY1 pot ag: potentiators or agonists of human neuropeptide Y receptor Y1 | P25929 | NPY-Y1 expressing cells, potentiator/agonist activation | 0.37% of 220,000 active | activation, % at 3.6 µM | AID 1304; in the data active = activation above about 33%, passing the limit was not always enough;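 also: cells stimulated with NPY at EC10 then isoproterenol at EC100; 0% = low agonist plus stimulus and 100% = saturating agonist plus stimulus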
Target sequence (P25929 whole entry, looked up): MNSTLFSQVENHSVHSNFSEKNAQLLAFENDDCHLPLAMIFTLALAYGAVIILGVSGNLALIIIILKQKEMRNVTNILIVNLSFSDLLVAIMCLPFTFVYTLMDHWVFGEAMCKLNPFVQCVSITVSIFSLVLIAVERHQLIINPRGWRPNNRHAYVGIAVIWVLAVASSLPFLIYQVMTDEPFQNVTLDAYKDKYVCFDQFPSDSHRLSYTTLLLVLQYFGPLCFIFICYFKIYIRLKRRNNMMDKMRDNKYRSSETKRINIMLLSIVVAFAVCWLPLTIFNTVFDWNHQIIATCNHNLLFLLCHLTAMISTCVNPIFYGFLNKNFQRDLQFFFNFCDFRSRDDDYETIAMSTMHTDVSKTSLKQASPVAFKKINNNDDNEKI
TRPML3 agonist: human mucolipin-3 channel agonism. Q8TDD5. HEK293 TRPML3-YFP, Fluo-8 calcium fluorescence; 100% = the carbachol control signal. activation, % at 3 µM. 0.29% of 220,000 active. AID 1448;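 active = activation above its plate's cutoff, the mean activation of the plate's test wells plus 3 SD, cut at about 12% in these data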;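 also: 0% = DMSO only wells and 100% = carbachol wells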
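Material: HEK293 cells stably carrying human TRPML3-YFP; compound dosing: single dose, 3 µM final nominal compound, 0.3% DMSO final; incubation: 1-h 37 °C dye load, 5-s basal, 120-s post-compound reads; technique: Fluo-8 intracellular calcium fluorescence, excitation 470-495 nm, emission 515-575 nm; read-out basis: percent activation from peak-to-basal fluorescence ratio, scaled between DMSO and carbachol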
NPY-Y1 antag: antagonists of human neuropeptide Y receptor Y1; HEK293-CNG Y1 cells, membrane potential fluorescence; NPY at EC95, then isoproterenol; inhibition, % at 3.6 µM; AID 1040; 1% of 200,000 active; P25929;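 active = inhibition above the campaign mean inhibition of all tested compounds plus 3 SD, cut at about 20% in these data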;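 also: 0% = DMSO wells given NPY plus isoproterenol and 100% = isoproterenol alone without NPY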
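System: HEK293 cells with Y1 receptor plus CNG channel / Probe or stimulus: NPY 25 nM then isoproterenol 1 µM plus Ro 20-1724 25 µM / Compound: one concentration, 3.6 µM, in 0.4% DMSO / Schedule: compound incubation 1 h at room temperature, readout 45 min post-stimulation / Measured by: membrane potential fluorescence / Read-out: % inhibition of NPY effect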
CHOP inh: inhibitors of CHOP induction in ER stress response. CHO-K1 CHOP-promoter luciferase, tunicamycin-induced, 15-18 h. 3.8% of 220,000 active. AID 2732. inhibition, % at 10 µM;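 active = compounds that reduced the stress-induced luciferase reporter signal by more than about 70% of percent inhibition, limit read from the data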;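 also: 0% = tunicamycin plus vehicle and 100% = wells without tunicamycin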
S1P4 agonist: activates the human S1P4 receptor; O95977; S1P4-expressing cell line, agonist reporter assay; activation, % at 4.98 µM; 0.35% of 220,000 active; AID 1509; in the data active = activation above about 11%;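 also: 0% = DMSO vehicle and 100% = reference agonist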
An asterisk follows results filed as active; nt = no result given; & = joins results of further samples.

canonical_smiles	NPY-Y2 PAM-ag	S1P4 antagonist	EP2 modulator	zfTRPN1 agonist	NPY1 pot ag	TRPML3 agonist	NPY-Y1 antag	CHOP inh	S1P4 agonist
COc1cc(OC)c(OC)cc1CN1CCCC(C(=O)c2ccccc2SC)C1 (configuration not stated)	-31	-12	-16	0.8	-27	0.3	8	17	1.4
CCOP(=O)(OCC)/C(=N/OC(=O)c1ccc(OC)cc1)C(N)=O	1	9	1	-0.2	-18	0.7	nt	-31	0.5
CCOc1ccc(CC(=NCCO)C2=C(O)CC(C)(C)CC2=O)cc1OCC	-4	1	-6	0.3	0	0.9	-2	21	0.8
OC(COc1ccc2cc(Br)ccc2c1)CN1CCCC1 (configuration not stated)	-13	-34	-14	-0.2	-43	0.9	9	5	-0.5
CCCCNC(=O)Nc1ccccn1	-6	-1	-8	-1.2	-19	0.2	-2	4	0.9
COc1ccc(C(=O)c2oc3ccc(OC)cc3c2N)cc1	-7	7	-58&-87	0.1	4	1.6	4	55	1.7
CCC(=O)Nc1ccc(NC(=O)CSc2nnnn2-c2ccc3c(c2)OCCO3)cc1	6	-5	-71&-54	3.6	17	0.8	-1	49	1.1
CC(=O)Nc1ccc(S(=O)(=O)Nc2ccc(N3CCOCC3)c(F)c2)cc1	-8	-14	11	0.3	-7	0.8	0	5	-0.4
CC(C)(C)Nc1nc(NC(C)(C)C)nc(-n2ccnc2)n1	12	0	50	-2.8	14	-0.8	-6	51	0.0
COc1ccc(OC)c(NC(=O)CSc2nnnn2-c2ccc3c(c2)OCO3)c1	-3	-13	-63	-0.9	-5	1.0	2	-240	2.1
COc1ccc(/C=C(\NC(=O)c2cccs2)C(=O)Nc2cccc3ccccc23)cc1OC	-18	1	-5	0.3	-36	0.0	12	8	-1.1
Cc1nn(C)cc1CNC(=O)c1cnn2c(C(F)F)cc(C3CC3)nc12	-12	-5	16	-1.2	-23	0.9	6	2	-1.7
CCC1(C)Cc2ccccc2-c2nc(NCCO)n(-c3ccc(C)cc3)c(=O)c21 (configuration not stated)	13	-15	6	-0.6	10	1.5	-8	-4	-1.7
Nc1nnc(SCCCC(=O)c2ccc(F)cc2)s1	8	-1	-2	2.4	-15	0.9	4	28	1.5
COc1ccc(Cn2c(CCCO)nc3ccccc32)cc1OC	-6	-3	44	-0.8	12	0.2	-3	1	-1.1
Cc1ccc2nc3c(cc(C(=O)NCCCn4ccnc4)n3C)c(=O)n2c1	6	-4	-6	0.0	-8	1.8	0	7	3.0
CCCS(=O)(=O)C(=C1Nc2ccccc2N1)S(=O)(=O)CCC	0	-5	5	-0.5	-10	-0.2	0	28	1.0
CCCN1CCC(NC(=O)Nc2ccccc2C(=O)OC)CC1	0	16	-7	1.2	15	1.7	-6	29	1.3
c1ccc2c(c1)ccc1nnc(-c3ccc4c(c3)OCO4)n12	-3	-24	-30	2.2	-8	0.8	-2	-13	0.6
COc1ccc(C(=O)CSc2nnc(C(CO)NC(=O)c3ccc(OC)cc3)n2C)cc1 (configuration not stated)	11	10	3	-0.5	-3	0.0	-1	-4	1.8
COc1ccc2cc(C3C(C#N)=C(N)OC(C)=C3C(C)=O)c(Cl)nc2c1 (configuration not stated)	0	-3	-29	1.4	0	1.8	-2	-6	1.8
COc1ccc(N2CCN(C(=O)CN(Cc3ccc(Cl)cc3)S(C)(=O)=O)CC2)cc1	-12	21	-24	0.7	-11	0.8	0	11	-1.7
COc1ccc(S(=O)(=O)N[C@@H](Cc2ccc(Cl)cc2)C(=O)N2CC[C@@]3(O)CCCC[C@H]3C2)cc1	0	-10	-3	-0.1	-2	-0.3	-10	2	-0.8
O=C(c1ccco1)N1CCN(C(c2ccc(F)cc2)c2nnnn2CC2CCCO2)CC1 (configuration not stated)	2	-16	37	0.5	-5	-0.4	4	0	4.1
Cc1ccc(NC(=O)C(C)[n+]2ccccc2)cc1[N+](=O)[O-] (configuration not stated)	10	-3	7	1.0	-2	0.5	0	-2	0.0
O=C(NC1CCCCC1)c1ccc(S(=O)(=O)N2CCOCC2)cc1	-10	-3	-32	0.5	-5	0.5	3	-6	0.1
O=C(CN1CCCc2ccccc21)N1CCc2ccccc21	6	-27	16	4.0	-1	2.1	nt	-1	1.1
O=C(COC(=O)c1ccccc1)Nc1ccccc1Sc1ccccc1	-2	0	68*	-1.2	6	-0.7	5	49	-1.4
COc1ccc2[nH]c3c(=O)n(CCCCC(=O)N4CCC(C(N)=O)CC4)c(=S)[nH]c3c2c1	-20	-6	-9	-0.6	4	1.3	2	-17	0.7
CCOC(=O)c1sc(NC(=O)c2cc(-c3ccccc3)nc3ccccc23)c(C#N)c1C	9	-12	-17	8.7	33	1.4	-2	62	0.3
CC(=O)N1CCOCCOCCOCC1	8	0	-19	0.1	7	1.0	nt	10	0.6
C=CCn1cc(C(=O)NCc2ccc(Cl)cc2)c(=O)c2cc(S(=O)(=O)N(CC)CC)ccc21	-6	-6	8	0.6	-34	0.0	4	1	3.3
CCCNC(=O)COC(=O)CCC(=O)c1ccc(F)cc1	-11	-16	-7	-0.4	-23	1.0	12	3	-0.7
CCOC(=O)C1CCN(C(=O)COC(=O)COc2ccc(Cl)cc2)CC1	6	-27	28	-0.4	-18	0.8	0	19	-0.6
CC(C)(C)c1nnc(N/N=C/c2cc(Br)ccc2O)n(N)c1=O	-2	-28	-84	2.7	8	0.3	2	106*	3.0
O=C(NCc1ccccn1)C1CCC(CNS(=O)(=O)c2cccc3nsnc23)CC1 (configuration not stated)	-34	10	-9	0.8	4	-0.2	nt	12	1.7
CCSC1=NCN(CCCC(=O)O)CN1	11	4	-3	-0.5	4	0.0	-1	16	0.8
COc1ccc(OCCSc2n[nH]c(N)n2)cc1	2	-19	-14	-0.6	-11	-0.7	-1	42	-2.8
O=C(CCN1CCN(c2ccccc2)CC1)Nc1ccc(Cl)cc1	-13	-7	-63	1.1	-30	2.0	5	-16	-4.0
COc1cccc(NC(=O)c2ncc(Cl)c(Cl)c2Cl)c1	0	-13	4	-2.3	-17	-0.4	10	-11	1.1
Cc1cc(C)n(C(=O)Cn2nc(C(F)F)cc2C)n1	10	6	21	-0.5	-25	-0.3	4	5	-2.7
Cc1ccc(NNC(=O)c2snnc2C)cc1Cl	-3	2	-7	-0.3	22	0.8	nt	-24	-2.5
Cc1[nH]c2ccccc2c1SCCNC(=O)c1ccc(S(=O)(=O)N2CCCC2)cc1	11	-11	-29	1.1	17	1.1	1	23	-0.7
Cc1onc(-c2ccccc2Cl)c1C(=O)Nc1nnc(-c2ccc(Br)cc2)s1	-1	-7	-8	1.8	-1	0.7	0	30	0.9
Cc1cc(=O)n2[nH]c(-c3ccc(C(C)(C)C)cc3)cc2n1	-13&-1	-7&3	-11&-31	7.8&3.7	18&1	3.1&2.6	8	12&30	1.7&2.7
NC(=O)CSc1cn(Cc2ccccc2)c2ccccc12	11	-4	7	-1.3	2	0.3	0	12	-0.3
Brc1ccc(-c2n(-c3ccccn3)c3ccccc3[n+]2-c2ccccn2)cc1	-34	-10	25	3.4	13	1.6	nt	25	-0.5
Cc1cc(NC(=O)/C=C/c2cccc(F)c2)n(-c2nc3ccccc3[nH]2)n1	3	-13	4	0.4	-7	0.1	-1	-20	1.6
CC1CCC(C(C)C)C(=O)/C1=C/c1ccc(N)cc1 (configuration not stated)	12	8	42	-0.8	8	-0.1	nt	17	0.3
NC1=NS(=O)(=O)NC1c1cccc(Cl)c1 (configuration not stated)	0	12	-9	1.0	16	0.1	-5	28	0.2
CCN(CC)C(=O)CSc1nnc(-c2ccco2)o1	0	3	11&26	1.1	1	1.0	1	-13	-0.2
CCC(CC)c1nnc(NC(=O)Cc2cccs2)s1	-9	-11	-14	1.1	-4	1.1	1	11	-0.6
O=C(Cc1ccccc1)Nc1ccccc1N1CCOCC1	-2	-46	-3&12	-1.5	-14	1.0	5	15	0.7
Cc1ccc(-c2n[nH]c(=S)n2/N=C/c2ccc(C)o2)cc1	9	-17	25	-1.2	-3	-0.9	-3	5	3.7
COC(=O)c1cc2c(s1)CS(=O)C2 (configuration not stated)	-6	-14	37	-1.1	-11	0.7	-1	2	1.0
CCc1nc(N[C@H](C(=O)O)C(C)C)c2oc3ccccc3c2n1	-22	11	25	0.2	-49	-0.7	nt	0	0.3
COc1ccc(CCNC(=O)CN(c2cc([N+](=O)[O-])ccc2OC)S(C)(=O)=O)cc1	-2	5	9	0.9	0	0.6	-4	-7	2.9
CCOCCCNC(=O)C(NC(=O)Cc1cccs1)c1ccc(C)cc1 (configuration not stated)	0	-3	-11	0.8	7	0.5	4	9	0.6
CCOc1ccccc1Nc1ncccc1C(=O)O	-12	-10	0	0.7	-1	0.4	1	7	-1.9
CCCc1nc(SCc2ccc(Cl)cc2Cl)n[nH]1	-4	1	21	-1.6	-32	-0.9	2	29	0.6
Cn1c(=O)c2c(O)cc(=O)[nH]c2n(-c2ccccc2)c1=O	-1	-14	26	1.0	-13	0.1	1	-7	2.2
CCN(CC)CCCNC(=O)CSc1nc(-c2cccs2)cc(C(F)(F)F)n1	9	-7	-32	1.3	7	0.3	6	4	4.0

Entries of single compounds, looked up by structure.
CC(=O)Nc1ccc(S(=O)(=O)Nc2ccc(N3CCOCC3)c(F)c2)cc1 is listed with NPY-Y2 PAM-ag: -8; S1P4 antagonist: -14; EP2 modulator: 11; zfTRPN1 agonist: 0.3; NPY1 pot ag: -7; TRPML3 agonist: 0.8; NPY-Y1 antag: 0; CHOP inh: 5; S1P4 agonist: -0.4
O=C(CCN1CCN(c2ccccc2)CC1)Nc1ccc(Cl)cc1 is listed with NPY-Y2 PAM-ag: -13; S1P4 antagonist: -7; EP2 modulator: -63; zfTRPN1 agonist: 1.1; NPY1 pot ag: -30; TRPML3 agonist: 2.0; NPY-Y1 antag: 5; CHOP inh: -16; S1P4 agonist: -4.0
c1ccc2c(c1)ccc1nnc(-c3ccc4c(c3)OCO4)n12 is listed with NPY-Y2 PAM-ag: -3; S1P4 antagonist: -24; EP2 modulator: -30; zfTRPN1 agonist: 2.2; NPY1 pot ag: -8; TRPML3 agonist: 0.8; NPY-Y1 antag: -2; CHOP inh: -13; S1P4 agonist: 0.6
